High-throughput results from PubChem BioAssay.
PglD DTNB – inhibitors of Campylobacter jejuni PglD acetyltransferase; inhibition, % at 12.5 µM; purified PglD enzyme, DTNB colorimetric CoA detection; AID 602405; 0.098% of 360,000 active; in the data active = inhibition above about 16%, passing the limit was not always enough; inconclusive = no clear call, values can overlap the other calls; also: strong numbers were not always called active
C2C12 statin – protects C2C12 myotubes from simvastatin toxicity. ATP luminescence, 48 h; scaled: DMSO 0, geranylgeraniol control 100. rescue of ATP level, % at 7.49 µM. 0.78% of 330,000 active. AID 602340;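 active = mean ATP rescue above about 67%, or every replicate alone reaching that limit, limit read from the data, passing the limit was not always enough; inconclusive = no clear call, values can overlap the other calls; inactive = mean under the limit and some replicate under it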;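 also: myotubes were challenged with 10 µM simvastatin during compound exposure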
E-sel inducer – E-selectin induction on HUVECs; P16581; HUVEC E-selectin immunofluorescence imaging; normalized: neutral wells 0, TNF-alpha wells 100; activation, % at 7.58 µM; 0.37% of 260,000 active; AID 686992;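 active = mean E-selectin-positive cell signal at least 10% of the positive control, reached in at least 60% of replicates, without over 20% cell loss; inconclusive = no rule given, readout overlaps actives, possibly toxicity-flagged; inactive = the rest, including those meeting only one limit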;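 also: in these data hits start at about 27%; measured in HUVEC primary endothelial cells; signal is the percent of cells scored E-selectin positive by PE staining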
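System: HUVEC / Compound: single concentration / Signal: immunofluorescence imaging / Read-out: percent E-selectin-positive cells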
SIRT5 inh – sirtuin-5 (human) deacylase inhibition; Q9NXA8; Purified SirT5, succinyl-peptide AMC, trypsin-coupled fluorescence; inhibition, % at 15 µM; 1.1% of 330,000 active; in the data active = inhibition above about 15%; inconclusive = no clear call, values can overlap the other calls
Target sequence (Q9NXA8 whole entry, looked up): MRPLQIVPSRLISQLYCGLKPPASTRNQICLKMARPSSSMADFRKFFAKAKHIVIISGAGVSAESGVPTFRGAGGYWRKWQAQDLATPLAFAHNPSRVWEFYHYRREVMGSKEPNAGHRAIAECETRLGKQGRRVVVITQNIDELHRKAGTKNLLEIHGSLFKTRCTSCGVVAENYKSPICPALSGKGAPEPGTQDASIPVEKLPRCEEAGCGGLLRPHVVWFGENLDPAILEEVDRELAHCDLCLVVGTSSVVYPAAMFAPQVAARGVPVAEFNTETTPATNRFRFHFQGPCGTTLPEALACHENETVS
S100A4 inh HTS – S100A4-myosin IIA interaction inhibition; P26447; S100A4/TAMRA-MyoIIA peptide fluorescence polarization; inhibition, % at 10.7 µM; 0.14% of 360,000 active; AID 652163;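 active = mean inhibition of at least 70% across replicates, with every replicate also reaching that level; inconclusive = mean inhibition reaches 70% but some replicates fall short; inactive = mean inhibition below 70%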
Target sequence (P26447 whole entry, looked up): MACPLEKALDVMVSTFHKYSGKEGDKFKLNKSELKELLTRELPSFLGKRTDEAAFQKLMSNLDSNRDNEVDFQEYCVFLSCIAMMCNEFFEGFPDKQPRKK
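Material: S100A4 monomer protein | Medium: HEPES pH 7.2 with CaCl2, KCl, NaCl, DTT, Triton | Reagent: Labelled myosin peptide probe, 5 nM | Doses: One dose per compound | Times: 5 min incubation before reading | Benchmarks: Neutral control DMSO, positive control TFP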
DENV2 CPE rescue – inhibitors of DENV2 cytopathic effect. DENV2-infected cells, cytopathic effect rescue, plate reader. CPE inhibition, % at 9.99 µM. 1.7% of 350,000 active. AID 651640; in the data active = CPE inhibition above about 20%, passing the limit was not always enough; inconclusive = no clear call, values can overlap the other calls; tested in BHK-21 cells;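 also: 0% = median of neutral control wells and 100% = median of positive control wells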
ERp5 block – blocks human ERp5 reductase activity on insulin; inhibition, % at 9.99 µM; ERp5 insulin aggregation, absorbance 650 nm, 90 min; AID 651711; 0.05% of 350,000 active; Q15084;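 active = mean replicate inhibition above about 25%, with every replicate also reaching it, limit read from the data, passing the limit was not always enough; inconclusive = only one of those two criteria met; inactive = neither criterion met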
Target sequence (Q15084 whole entry, looked up): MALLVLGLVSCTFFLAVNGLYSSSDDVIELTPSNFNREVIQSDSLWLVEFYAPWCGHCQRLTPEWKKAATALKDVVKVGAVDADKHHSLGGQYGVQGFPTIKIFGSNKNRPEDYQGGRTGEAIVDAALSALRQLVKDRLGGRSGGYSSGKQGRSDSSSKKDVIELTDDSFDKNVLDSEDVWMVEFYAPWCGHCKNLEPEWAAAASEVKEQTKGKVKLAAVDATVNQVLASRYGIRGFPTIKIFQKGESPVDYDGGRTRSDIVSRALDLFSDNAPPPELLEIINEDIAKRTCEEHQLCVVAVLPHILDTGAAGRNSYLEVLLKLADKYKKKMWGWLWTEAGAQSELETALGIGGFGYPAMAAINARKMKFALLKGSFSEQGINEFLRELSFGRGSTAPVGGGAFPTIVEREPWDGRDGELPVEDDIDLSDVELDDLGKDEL
Numbers without * were called inactive; & = joins results of further samples.

Screening O=C(NCCCn1ccnc1)C1CCN(S(=O)(=O)c2ccc(F)cc2)CC1 returned PglD DTNB -10, C2C12 statin -3, SIRT5 inh 0, S100A4 inh HTS -7, DENV2 CPE rescue 6 and ERp5 block 9.
Cc1ccn2cc(C(=O)N3CCCC(Nc4ccc(F)cc4)C3)nc2c1 (centres undefined) was read as PglD DTNB -7, C2C12 statin 10, E-sel inducer -0.4, SIRT5 inh 0, S100A4 inh HTS 7, DENV2 CPE rescue inconclusive and ERp5 block -7.
Screening CCN1CCN(S(=O)(=O)c2ccc(Cl)c(C(=O)NC(C)(C)C)c2)CC1 returned PglD DTNB 7, C2C12 statin 16, E-sel inducer 0.4, SIRT5 inh -4, S100A4 inh HTS -4 and ERp5 block 1.
`C[C@H]1CN([C@@H](C)CO)C(=O)Cc2cc(NC(=O)Nc3ccc(F)cc3)ccc2O[C@@H]1CN(C)Cc1ccccc1` gave PglD DTNB -2, C2C12 statin -25, E-sel inducer -0.2, SIRT5 inh 7, S100A4 inh HTS 5, DENV2 CPE rescue -1 and ERp5 block 9.
O=C(NC1CCCCC1)N1C[C@@H]2N[C@H](C1)C2c1ccc(-c2cccc(F)c2)cc1 (some centres undefined) was read as E-sel inducer 0.1&-0.1, SIRT5 inh 4&2, S100A4 inh HTS 3&0, DENV2 CPE rescue 4&0 and ERp5 block 18&-5.
Screening CCN(CC)CC(=O)Nc1ccc2c(c1)Nc1ccccc1CC2 returned PglD DTNB 0, C2C12 statin 0, SIRT5 inh 0, S100A4 inh HTS -8 and ERp5 block 21.
For O=C(N[C@H]1CC[C@H](CCNC(=O)c2cnccn2)O[C@H]1CO)c1ccc2c(c1)OCO2 the results were PglD DTNB -6, C2C12 statin -17, E-sel inducer -0.5, SIRT5 inh -1, S100A4 inh HTS 4, DENV2 CPE rescue 0 and ERp5 block 1.
`C[C@@H]1CN([C@@H](C)CO)C(=O)Cc2cc(NC(=O)Cc3ccccc3)ccc2O[C@H]1CN(C)Cc1ccc(C(=O)O)cc1` gave PglD DTNB 0, C2C12 statin -1, E-sel inducer -1.6, SIRT5 inh -4, S100A4 inh HTS -31, DENV2 CPE rescue -6 and ERp5 block 1.
Screening Cc1ccc(NC(=O)CCNS(=O)(=O)c2ccc3[nH]c(=O)oc3c2)cc1F returned PglD DTNB 6, C2C12 statin 111*, E-sel inducer 0.0, SIRT5 inh -3, S100A4 inh HTS -4, DENV2 CPE rescue 1 and ERp5 block 5.
COc1ccc(CCn2c(C3CCCCC3)nc3c(c(=O)c4ccccc4n3C)c2=O)cc1OC was read as PglD DTNB -2, C2C12 statin 31, SIRT5 inh -5, S100A4 inh HTS 0 and DENV2 CPE rescue -8.
Screening CS(=O)(=O)Nc1ccc2c(c1)[C@@H]1C[C@H](CC(=O)NCc3cccc(F)c3)O[C@@H](CO)[C@@H]1O2 returned PglD DTNB -1, C2C12 statin 0, E-sel inducer 0.9, SIRT5 inh -3, S100A4 inh HTS 4, DENV2 CPE rescue 3 and ERp5 block -1.
For Oc1ccccc1N1CCN(c2ncnc3scc(-c4ccc(F)cc4)c23)CC1 the results were PglD DTNB -3, C2C12 statin -3, SIRT5 inh -3, S100A4 inh HTS -4, DENV2 CPE rescue -9 and ERp5 block 4.
For CCOC(=O)C1(C)CCN1C(=O)c1cccc(C(F)(F)F)c1 (centres undefined) the results were PglD DTNB 2, C2C12 statin -3, E-sel inducer -0.3, SIRT5 inh -2, S100A4 inh HTS 2, DENV2 CPE rescue 4 and ERp5 block 2.
For C[C@@H]1CN([C@H](C)CO)C(=O)c2cc(NC(=O)Nc3ccccc3)ccc2O[C@@H](C)CCCCO[C@H]1CN(C)C(=O)c1ccccc1 the results were PglD DTNB -5, SIRT5 inh -1, S100A4 inh HTS 10, DENV2 CPE rescue inconclusive and ERp5 block -8.
Screening CCOCCn1c(SCC(=O)OCc2ccccc2)nc2c1c(=O)[nH]c(=O)n2C returned PglD DTNB -2, C2C12 statin 2, E-sel inducer 0.1, SIRT5 inh -4, S100A4 inh HTS 1, DENV2 CPE rescue 1 and ERp5 block -1.
Screening COc1ccc(-c2cc(NC=O)c3ncc(-c4cccc(C(=O)N(C)C)c4)n3c2)cn1 returned PglD DTNB 1, C2C12 statin -18, E-sel inducer -0.2, SIRT5 inh 2, S100A4 inh HTS -8, DENV2 CPE rescue 0 and ERp5 block -1.
`OCCc1ccc(NCCc2ccco2)cc1` gave PglD DTNB 0, C2C12 statin -5, E-sel inducer 0.0, SIRT5 inh -2, S100A4 inh HTS -3, DENV2 CPE rescue -7 and ERp5 block 9.
Screening Cc1ccc2[nH]c3c(=O)n(CC(=O)N4CCN(C)CC4)ncc3c2c1 returned PglD DTNB -1, C2C12 statin -6, SIRT5 inh -5, S100A4 inh HTS -2, DENV2 CPE rescue -2 and ERp5 block 1.
For Cc1ccc(-c2csc(NCCc3nc4cc(Cl)c(Cl)cc4n3CCCO)n2)cc1 the results were PglD DTNB 6, C2C12 statin -3, E-sel inducer -0.6, S100A4 inh HTS 0 and ERp5 block 1.
C/C(=N\NC(=O)C1CC1)c1ccc2c(c1)OCCO2 was read as SIRT5 inh -1, S100A4 inh HTS -3, DENV2 CPE rescue -2 and ERp5 block -3.
Screening COc1cccc(C(=O)NCCNC(=O)c2ccco2)c1 returned PglD DTNB -3, C2C12 statin -3, SIRT5 inh -1, S100A4 inh HTS 1, DENV2 CPE rescue -3 and ERp5 block 0.
Screening O=C(CNC(=O)c1ccc(Cl)cc1)c1ccccc1 returned SIRT5 inh 9, S100A4 inh HTS 4, DENV2 CPE rescue 3 and ERp5 block -1.
For O=C(NC1CCCCC1)C(c1ccncc1)N(Cc1ccc(F)cc1)C(=O)c1ccccn1 (centres undefined) the results were PglD DTNB 5, C2C12 statin -1, E-sel inducer 0.2, SIRT5 inh -1, S100A4 inh HTS -4, DENV2 CPE rescue 0 and ERp5 block -2.
For CCOc1ccc2nc(SCC(=O)NCc3ccccc3)[nH]c2c1 the results were PglD DTNB -3, C2C12 statin 12, SIRT5 inh -3, S100A4 inh HTS -1, DENV2 CPE rescue 1 and ERp5 block 1.
For COc1ccc(NC(=O)Nc2ccc3c(c2)CC(=O)N([C@@H](C)CO)C[C@H](C)[C@H](CN(C)Cc2ccc(C(=O)O)cc2)O3)cc1 the results were PglD DTNB 0, C2C12 statin -14, E-sel inducer -1.4, SIRT5 inh 10, S100A4 inh HTS -6, DENV2 CPE rescue -7 and ERp5 block -2.
Screening C[C@H]1CN([C@@H](C)CO)C(=O)c2cc(NS(=O)(=O)c3ccccc3)ccc2O[C@@H]1CN(C)Cc1ccc(C(=O)O)cc1 returned PglD DTNB -2, E-sel inducer -0.1, SIRT5 inh -5, S100A4 inh HTS -3, DENV2 CPE rescue -6 and ERp5 block 5.
`CCc1ccccc1NC(=O)c1cnn(-c2ccccc2)c1C` gave PglD DTNB -5, C2C12 statin 18, SIRT5 inh -3, S100A4 inh HTS 4, DENV2 CPE rescue inconclusive and ERp5 block 0.
Screening CC(=O)Nc1cccc(OCCCOc2ccc([N+](=O)[O-])cc2)c1 returned E-sel inducer 2.1, SIRT5 inh -1, S100A4 inh HTS 2, DENV2 CPE rescue -2 and ERp5 block 2.
For Cc1cc(NC(=O)COC(=O)CCS(=O)(=O)c2ccc(Cl)cc2)no1 the results were PglD DTNB 11, C2C12 statin -22, SIRT5 inh -1, S100A4 inh HTS -2, DENV2 CPE rescue -3 and ERp5 block 4.
For CN1C(=O)c2cc(NC(=O)c3cccc(Cl)c3)ccc2OC[C@H]2O[C@H](CC(=O)NC3CCCCC3)CC[C@H]21 the results were PglD DTNB -3, C2C12 statin 5, E-sel inducer -0.3 and DENV2 CPE rescue -7.
CCc1cc(=O)oc2cc(OCC(=O)NCCCn3ccnc3)c(Cl)cc12 was read as PglD DTNB 3, C2C12 statin 14, SIRT5 inh -4, S100A4 inh HTS 26, DENV2 CPE rescue 0 and ERp5 block -8.
For O=C1/C(=C\c2cccnc2)SC(=S)N1C1CCS(=O)(=O)C1 (centres undefined) the results were PglD DTNB 5, SIRT5 inh -3, S100A4 inh HTS 6, DENV2 CPE rescue 2 and ERp5 block 2.
Screening O=C(NNC(=O)c1ccc(NC(=O)c2ccccc2)cc1)Nc1ccccc1 returned E-sel inducer 0.4, SIRT5 inh -2, S100A4 inh HTS -3, DENV2 CPE rescue 2 and ERp5 block -8.
Screening CN1CCCCN2[C@H](C1)[C@@H](c1ccc(-c3ccccc3)cc1)[C@@H]2CO returned PglD DTNB 3, C2C12 statin 7, E-sel inducer -0.1, SIRT5 inh -4, S100A4 inh HTS -8, DENV2 CPE rescue inconclusive and ERp5 block 9.
Screening O=C(COc1ccc(Br)cc1CO)Nc1ccc(S(=O)(=O)N2CCCCC2)cc1 returned PglD DTNB 7, C2C12 statin 17, E-sel inducer 0.4, SIRT5 inh -1, S100A4 inh HTS -1, DENV2 CPE rescue 7 and ERp5 block 10.
COCC(=O)Nc1ccc2c(c1)C(=O)N(C)C[C@H](OC)[C@@H](C)CN(Cc1ccccc1F)[C@@H](C)CO2 was read as PglD DTNB -1, C2C12 statin 3, E-sel inducer -0.2, SIRT5 inh 5, S100A4 inh HTS -13, DENV2 CPE rescue 5 and ERp5 block -2.
CCOc1ccc(S(=O)(=O)N(C)c2ccc(OCC(=O)NCC3CCCCC3)cc2)cc1 was read as PglD DTNB 1, C2C12 statin -7, E-sel inducer -0.5, SIRT5 inh 9, S100A4 inh HTS 38, DENV2 CPE rescue 0 and ERp5 block -9.
Screening CCc1noc(C)c1C(=O)Nc1cccc(S(=O)(=O)N(C)c2ccccc2)c1 returned PglD DTNB -2, C2C12 statin 9, E-sel inducer -0.3, SIRT5 inh 9, S100A4 inh HTS -5, DENV2 CPE rescue 16 and ERp5 block 7.
For CCOC(=O)Cn1nnnc1C(C(C)C)N(Cc1cccs1)Cc1cc2cc(C)ccc2[nH]c1=O (centres undefined) the results were PglD DTNB 5, C2C12 statin 6 and E-sel inducer -0.9.
Screening Cc1ccccc1CC1(CO)CCCN(Cc2ccc3c(c2)OCCO3)C1 (centres undefined) returned E-sel inducer 0.2, SIRT5 inh -2, S100A4 inh HTS 2 and ERp5 block 5.
C[C@@H]1CN([C@@H](C)CO)C(=O)c2cc(NC(=O)Nc3cccc4ccccc34)ccc2O[C@@H](C)CCCCO[C@@H]1CN(C)Cc1ccc(C(=O)O)cc1 was read as PglD DTNB 2, E-sel inducer -0.2, SIRT5 inh 10, S100A4 inh HTS 11, DENV2 CPE rescue -1 and ERp5 block -3.
`C/C=C/c1cnc2c(c1)C(=O)N([C@H](C)CO)C[C@H](C)[C@H](CN(C)C(=O)c1cccnc1)O2` gave PglD DTNB 3, C2C12 statin -2, E-sel inducer -0.1, SIRT5 inh 1, S100A4 inh HTS 47, DENV2 CPE rescue -9 and ERp5 block 2.
`COc1ccc(NC(=O)Nc2ccc3c(c2)C(=O)N([C@H](C)CO)C[C@@H](C)[C@@H](CN(C)Cc2ccccc2)OCCCC[C@H](C)O3)cc1` gave PglD DTNB 0, E-sel inducer 0.1, SIRT5 inh 21*, S100A4 inh HTS 6, DENV2 CPE rescue 2 and ERp5 block 1.
CNC[C@@H]1Oc2ncc(C#CC3CCCCC3)cc2C(=O)N([C@H](C)CO)C[C@@H]1C was read as PglD DTNB 1, C2C12 statin 16, E-sel inducer 0.0, SIRT5 inh -10, S100A4 inh HTS 11, DENV2 CPE rescue 4 and ERp5 block -4.
`Cn1c(/N=C/c2ccc3c(c2)OCO3)nc2ccccc21` gave PglD DTNB 2, C2C12 statin 3, SIRT5 inh 1, S100A4 inh HTS 3, DENV2 CPE rescue -3 and ERp5 block 0.

The list is partial (hit frequency here may not be typical).
